Screening results deposited in PubChem BioAssay by National Center for Advancing Translational Sciences (NCATS).
Mito fusion yeast: qHTS Assay for Small Molecule Inhibitors of Mitochondrial Division or Activators of Mitochondrial Fusion; Potency, µM (titrated, usually from 46.1 µM), without a hit: at the top dose growth rescue (activation), most hits filed as activators; actives 0.23% (n = 320,000); AID 485298, 2010; S. cerevisiae fusion-defective mutant growth rescue, CellTiterGlo 48 h;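 note: potency is the fitted concentration of half-maximal effect; % of control where 0% means no effect; nearly all actives have a fitted effect of over 45% in size; temperature-sensitive fusion mutants such as fzo1-1 at 37 °C on non-fermentable ethanol glycerol medium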
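Compounds are tested for their ability to restore growth of mitochondrial fusion-defective yeast strains at non-permissive 37C in YPEG medium over 48 hours. Viability is quantified by luciferase luminescence.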
Eya2 inh: qHTS Assay for Inhibitors of the Phosphatase Activity of Eya2 | Protein phosphatase EYA2 (Homo sapiens), O00167 | recombinant Eya2, OMFP fluorescence dephosphorylation (OMFP is methylfluorescein phosphate) | Potency, µM (series often up to 76.9 µM), for inactives: top-dose activity, negative = inhibition, usual class: inhibitors | actives 0.006% (n = 330,000) | AID 488837, 2010; note: potency is the fitted concentration of half-maximal effect; % is set by controls: 0 for no effect and ±100 for the full control effect
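Eya2 (0.2 uM) preincubated 10 min at ambient with compound, then OMFP substrate added at 50 uM; 10 min reaction in 50 mM HEPES pH 7.5, 50 mM NaCl, 5 uM MgCl2, 0.05% BSA, 1 mM DTT. Fluorescence read at Ex 485/Em 525 nm.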
BCR signal inh: qHTS Assay to Find Inhibitors of Chronic Active B-Cell Receptor Signaling. Potency, µM (series often up to 46.1 µM), without a hit: at the highest dose ratio change, negative = lower green/red ratio, actives largely listed as inhibitors. AID 493014, 2011. ABC-DLBCL IkBa-CBG/CBR reporter, luminescence ratio, 4 h. actives 0.05% (n = 340,000); active = well fitted inhibition curve with a large enough effect in the signal ratio, with a control signal flat, not every such curve was filed as active; inconclusive = small, poorly fitted or top-dose-only effect, or effect the other way, or a change in a side signal; the % refers to the signal ratio;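 note: potency is the fitted concentration of half-maximal effect; plate controls were basal doxycycline-induced cells for no effect and cells given 10 µM MG132 for full effect; MG132 reads +100%, hits lower the ratio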
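Concentration-response series (up to 46 uM) were applied to TMD8 dual-reporter cells for 4 h at 37C with doxycycline. Green/red ratio, after filter-overlap correction, defined %Activity; red signal alone was normalised to basal cells and zero luminescence.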
Integrin act MD: qHTS for Activators of Integrin-Mediated Alleviation for Muscular Dystrophy | AID 624291, 2012 | actives 0.064% (n = 350,000) | Potency, µM (doses to about 38.3 µM), for inactives: at the top dose activation, hits mostly activators | alpha7betagal myoblasts, beta-gal FDG fluorescence, 48 h;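 note: potency is the fitted concentration of half-maximal effect; 100% = response of the positive control SU9516; nearly all actives have a fitted effect of over 60% in size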
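alpha7betagal+/- myoblasts (passage 13, 250/well) treated 48 h at 37C with compounds at 1:260 dilution of DMSO stock. Lysed, then beta-galactosidase activity read as FDG fluorescence (ex 480/em 540) after 30 min, with pre-read for autofluorescence.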
A-T KAP1 phos: qHTS Assay for Identifying a Potential Treatment of Ataxia-Telangiectasia | […] A-T fibroblasts, KAP-1 phosphorylation AlphaLISA; neocarzinostatin DNA damage 30 min before lysis | Potency, µM (highest dose often 57.5 µM), without a hit: at the highest dose activation, usual class: activators | actives 0.19% (n = 320,000); note: potency is the fitted concentration of half-maximal effect; % of control where 0% means no effect; nearly all actives have a fitted effect of over 45% in size
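ATM-like activity read as KAP-1 phosphorylation via AlphaLISA donor/acceptor antibody pairs after lysis and 6 hr at 25C. Cells were ATM-null patient fibroblasts ([…], hTERT), dosed 60 min, then exposed to the DSB inducer NCS for 30 min.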
TCR activator: Activators of T cell receptors: qHTS campaign; primary human leukocytes, anti-CD3, IL-2 HTRF, 48 h; Potency, µM (doses to about 9.22 µM), for the others: at the top dose activation of IL-2 secretion, hits mostly activators; 330,000 tested, under 10 active; note: % of control where 0% means no effect
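48 hr co-incubation of compounds, a-CD3 beads and primary human leukocytes; IL-2 quantified homogeneously by HTRF with anti-IL-2 K and d2 conjugates.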
TSHR antag: Antagonists of the Thyroid Stimulating Hormone Receptor: HTS campaign | AID 504810, 2011 | activity change, negative = inhibition, % at 11.5 µM | actives 0.2% (n = 330,000) | TSHR-expressing cells, TSH-stimulated cAMP HTRF, 2 h; hits give low values;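 active = activity change below a set negative limit, meaning inhibition stronger than a set level, cut at about -70% in these data; inconclusive = activity change between two set negative limits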; note: % is set by controls: 0 for no effect and ±100 for the full control effect
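TSHR-expressing cells were treated with compounds, then stimulated with TSH at EC80 (4nM final) for 2 hours at 37 deg C. Cellular cAMP was measured by HTRF competition between lysate cAMP and cAMP-d2 for a cryptate-labelled anti-cAMP antibody.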
PTAP TSG101 blk: qHTS Assay for Iinhibitors of HIV-1 Budding by Blocking the Interaction of PTAP/TSG101; Tumor susceptibility gene 101 protein (Homo sapiens), Q99816; Fluorescence polarization, FITC-PTAP peptide / Tsg101 binding; Potency, µM (top dose mostly 115 µM), for the others: top-dose activity change, negative = inhibition, usual class: inhibitors; 340,000 tested, under 10 active; active = well fitted inhibition curve with a large enough effect in the main read-out, with a control signal flat, not every such curve was filed as active; inconclusive = small, poorly fitted or top-dose-only effect, or effect the other way, or a change in a side signal; inactive = no such curve, though single readings can be large or run the other way; note: potency is the fitted concentration of half-maximal effect; % of control where 0% means no effect
Target sequence (Q99816 whole entry, looked up): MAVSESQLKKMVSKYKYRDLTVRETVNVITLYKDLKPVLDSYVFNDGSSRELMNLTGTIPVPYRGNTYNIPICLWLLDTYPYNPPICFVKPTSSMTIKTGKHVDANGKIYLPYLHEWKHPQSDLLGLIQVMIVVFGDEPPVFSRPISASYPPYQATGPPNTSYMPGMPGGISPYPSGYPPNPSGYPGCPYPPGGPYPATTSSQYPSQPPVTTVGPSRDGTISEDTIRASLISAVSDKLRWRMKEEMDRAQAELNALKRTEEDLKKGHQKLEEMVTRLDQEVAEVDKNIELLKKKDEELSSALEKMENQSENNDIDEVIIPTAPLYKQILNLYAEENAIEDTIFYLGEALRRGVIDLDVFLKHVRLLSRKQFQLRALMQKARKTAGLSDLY
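FP read-out: FITC-PTAP peptide, 50 nM final, binding Tsg101 binding domain, 10 uM final; 20 min, r.t.; 10 mM HEPES pH 7.5, 0.15 M NaCl, 0.01% Tween 20, 3 mM EDTA, 0.1 mM TCEP.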
ELG1 repair inh: qHTS screen for small molecules that inhibit ELG1-dependent DNA repair in human embryonic kidney (HEK293T) cells expressing luciferase-tagged ELG1; HEK293T ELG1-luciferase reporter, luminescence, 16 h; DNA damage induced by 5-fluorouridine; Potency, µM (highest dose often 46.1 µM), for the others: at the top dose activity change, negative = inhibition, hits mostly inhibitors; actives 2.3% (n = 330,000); AID 504467, 2011; note: potency is the fitted concentration of half-maximal effect; % is set by controls: 0 for no effect and ±100 for the full control effect; nearly all actives have a fitted effect of over 55% in size
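HEK293T cells expressing luciferase-tagged ELG1 (2,000/well) received 5-Fluorouridine plus compound or DMSO for 16 hr at 37 °C. Luciferase was read by ONE-Glo luminescence after 30 min at room temperature.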
Tb PFK block: qHTS Assay to Find Inhibitors of T. brucei phosphofructokinase; T. brucei PFK, ADP-Glo luminescence; Potency, µM (titrated, usually from 57.5 µM), inactives show top-dose activity, negative = inhibition, hits mostly inhibitors; actives 0.17% (n = 330,000);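 note: potency is the fitted concentration of half-maximal effect; 0% = uninhibited 1x PFK enzyme wells and -100% = no-enzyme wells; nearly all actives have a fitted effect of over 60% in size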
Target sequence (O15648 whole entry, looked up): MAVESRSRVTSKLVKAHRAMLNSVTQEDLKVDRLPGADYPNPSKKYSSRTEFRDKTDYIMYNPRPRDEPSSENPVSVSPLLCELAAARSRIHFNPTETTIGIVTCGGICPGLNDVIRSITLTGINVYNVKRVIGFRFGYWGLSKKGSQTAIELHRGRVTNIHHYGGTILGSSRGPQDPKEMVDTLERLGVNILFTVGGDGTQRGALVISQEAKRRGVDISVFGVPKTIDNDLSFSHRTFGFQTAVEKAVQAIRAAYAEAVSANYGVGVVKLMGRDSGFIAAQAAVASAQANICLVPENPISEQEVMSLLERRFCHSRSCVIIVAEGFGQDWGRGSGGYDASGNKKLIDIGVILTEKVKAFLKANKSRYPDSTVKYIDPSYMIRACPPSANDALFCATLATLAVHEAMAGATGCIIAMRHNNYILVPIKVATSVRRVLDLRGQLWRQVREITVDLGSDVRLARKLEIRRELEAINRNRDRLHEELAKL
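In TEA buffer at pH 8.0 with 5 mM MgCl2, enzyme (1.25 nM) converted F6P (0.5 mM) and ATP (0.1 mM) for 45 min at room temperature. ADP product was read by luciferase luminescence.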
S-ASM inh: Inhibitors of Secretory Acid Sphingomyelinase (S-ASM): qHTS; Sphingomyelin phosphodiesterase (Homo sapiens), P17405; placental ASM, HMU-PC fluorogenic substrate, 60 min; Potency, µM (top dose mostly 57.5 µM), without a hit: at the highest dose activity change, negative = inhibition, usual class: inhibitors; actives 0.006% (n = 340,000); note: potency is the fitted concentration of half-maximal effect
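HMU-PC0 cleavage (9 uM final) by human placental ASM, 60 min at 37 °C following 10 min compound exposure at RT; stopped at pH 10, fluorescence Ex 386/Em 447 nm.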
An asterisk follows results filed as active; ? = inconclusive; / = not tested or not shown; [ ] = another dose, or the depositor's remark. Unless noted, calls come from the whole dose curve; as a rule, active = well fitted curve in the direction sought with a large enough effect; inconclusive = small, poorly fitted or top-dose-only effect, or another doubt; inactive = no such curve, though single readings can be large; an effect the other way counts as inactive or inconclusive.

SMILES | Mito fusion yeast | Eya2 inh | BCR signal inh | Integrin act MD | A-T KAP1 phos | TCR activator | TSHR antag | PTAP TSG101 blk | ELG1 repair inh | Tb PFK block | S-ASM inh
COCCNC(=O)c1cn(C)c2ccc(S(=O)(=O)N3CCCCC3)cc2c1=O | 2% | -6% | -10% | 16% | 5% | 0% | -11 | 0% | 2.9µM* | -1% | -4%
Cc1ccc(OCC(=O)N2CCc3ccccc32)c([N+](=O)[O-])n1 | 3% | -10% | ? | 18% | -2% | -6% | 11 | -1% | ? | 15% | -2%
COc1ccc(/C(C)=N/N=C(\C)c2ccc(OC)cc2OC)c(OC)c1 | 0% | -6% | 1% | -6% | 1% | -5%[46.1 µM] | -3 | 2% | -5% | 1% | 3%
Cc1ccccc1Nc1c(-c2cccnc2)nc2ccccn12 | 4% | 7% | 6% | -11% | 12% | 0% | 15 | -5% | -1% | -2% | 2%
COc1cc(/C=C/C(=O)Nc2nnc(CC(C)C)s2)cc(OC)c1OC | -2% | 1% | 1% | 4% | 1% | 3% | 19 | 5% | ? | ? | 16%
CCn1c(C)c(C)c2cc(C(=O)NCCN3CCOCC3)ccc21 | -4% | -2% | -10% | -22% | -11% | 7% | 33 | -10% | ? | -1% | 9%
CC1c2ccccc2SC(CCCN(C)C)c2ccccc21 (centres undefined) | / | -3% | ? | -51%[inhibitor] | 0% | -3%[46.1 µM] | 25 | -4% | -22% | -4% | 7%
O=C(Nc1ccon1)c1csc2ccccc12 | 0% | -9% | ? | 3% | -7% | 3% | 14 | -2% | -3% | -5% | -4%
Cc1ccc(N=C/C(C(=O)C(F)(F)F)=C(\O)c2cccs2)cc1 | -1% | 3% | ? | -14% | -1% | -1% | -5 | 0% | ? | -12% | -2%
COc1cc(CC(=O)NCCCc2ccccc2)cc(OC)c1OC | -15% | 8% | -6% | 8% | 0% | 3% | 9 | -1% | -12% | 3% | -12%
COc1ccccc1C(=O)Nc1ccc2c3c(cccc13)CC2 | 4% | 0% | 4% | 34% | 5% | -1%[46.1 µM] | -13 | -1% | ? | -24% | 21%
CCN(CC(=O)Nc1c(F)cccc1F)C(=O)c1cc2c(cc1Cl)N1CCCCCC1=NS2(=O)=O | 0% | 5% | -3% | 0% | 2% | -3% | 4 | -8% | -5% | -5% | /
CCOC(=O)c1[nH]nc(-c2c(O)cc(C)cc2O)c1-c1csc(C)n1 | -2% | -25% | -6% | 21% | / | 0% | -5 | -1% | 11% | 5% | 0%
CC(C)Oc1ccc(C(CCNCc2ccc(O)cc2)c2ccccc2)cc1 (centres undefined) | -27% | 7% | ? | -74%[inhibitor] | -7% | 3% | 3 | -2% | 9% | 8% | -5%
CC(C)CCN1CCC(n2nccc2NC(=O)C2CCOC2)CC1 (centres undefined) | 8% | 14% | 1% | ? | -6% | 1% | 31 | -2% | ? | -4% | 3%
CCn1c(=O)c(C(=O)NNC(=O)c2ccc(Cl)cc2Cl)c(O)c2ccccc21 | -20% | -1% | -6% | 12% | -4% | -1% | 17 | -4% | -3% | 10% | 0%
O=C(COC(=O)C1c2ccccc2Oc2ccccc21)Nc1ccc2c(c1)OCO2 | 11% | -18% | -40% | -14% | 6% | 4% | 13 | -8% | -6% | 3% | -5%
CC(=O)c1ccc(OCc2cc(C(=O)NCC3CCCCO3)no2)cc1 (centres undefined) | -4% | -7% | -1% | 1% | 6% | -1% | -37 | -1% | 9% | 1% | 1%
Cc1ccc(NC(=O)CS(=O)CC(=O)Nc2cccc(C)c2C)cc1F (centres undefined) | 1% | -10% | 2% | 15% | 2% | 4% | 2 | -4% | 4% | 1% | 2%
Cc1cc2n(n1)SC(Nc1ccccc1)N2 (centres undefined) | -11% | 1% | ? | 11% | 3% | 1% | 33 | 0% | ? | -1% | 3%
CC(C)OCCCn1c(=S)[nH]c2ccc(N3CCOCC3)cc2c1=O | ? | 6% | ? | -16% | 4% | -7% | -6 | -3% | ? | 0% | 12%
CCOc1ccccc1C1CC(=O)Nc2cc3c(cc21)OCCO3 (centres undefined) | 17% | -14% | ? | -31% | 10% | -1% | -5 | 0% | ? | -3% | 7%
COc1ccc(N2CCN(S(=O)(=O)c3cc4c5c(c3)C(C)C(=O)N5CCC4)CC2)cc1 (centres undefined) | -1% | -1% | 14% | 3% | / | 2% | 1 | 4% | -10% | -1% | /
COc1n[nH]c(C(=O)Nc2nc3ccccc3s2)c1[N+](=O)[O-] | 27% | 4% | ? | 5% | 2% | -1% | -14 | -2% | ? | -1% | -1%
O=C(C1CCCO1)N1CCC(O)(c2ccccc2)CC1 (centres undefined) | -1% | -4% | ? | 6% | 5% | -12% | 9 | -4% | -1% | -2% | 4%
Cc1ccc(S(=O)(=O)/N=C/c2ccc(N(C)C)cc2)cc1 | -9% | 1% | -8% | 6% | 6% | 4%[46.1 µM] | -7 | 1% | 4% | 1% | 1%
O=C(O)c1ccccc1-c1ccccc1C(=O)Nc1ccc(-c2nc3cc(Cl)ccc3o2)cc1 | 6% | -6% | ? | 32% | 19% | 4% | -19 | -4% | ? | 13% | 8%
COc1nc(C)cc(C)c1S(=O)(=O)c1ccc(Cl)cc1 | 8% | -6% | -1% | 14% | 23% | 1% | -7 | -4% | 2% | 7% | -1%
CN1CCN(C(=O)c2cnn(-c3ccccc3)c2NC(=O)c2ccc([N+](=O)[O-])cc2)CC1 | 3% | 0% | -2% | -17% | -4% | 6% | -3 | -4% | 4% | -2% | 1%
CCC(C)NC(=O)CC1Oc2ccc(C)cc2NC1=O (centres undefined) | -3% | 14% | 7% | -1% | 2% | 0% | -4 | -6% | -3% | -1% | 3%
O=C(Nc1cccc(Cl)c1)Nc1ccc(Cl)cn1 | -1% | 27% | ? | -7% | / | -2% | 3 | -2% | ? | -1% | 0%
Cc1nc2nc(SCC(=O)N3CCOCC3)nn2c(C)c1Cc1c(F)cccc1Cl | 8% | 0% | 5% | 15% | -6% | 2% | -8 | -9% | 10% | 10% | -1%
O=C(NN=C1CCC(=NNC(=O)c2cccnc2)CC1)c1cccnc1 | -5% | -5% | ? | 24% | -2% | 3% | 3 | -1% | 5% | -14% | -2%
CCCCOc1ccccc1Cn1c(=O)oc2ccccc21 | 5% | 0% | 6% | 3% | 2% | -2% | -25 | -5% | -11% | -2% | -4%
C=CCn1c(SCC(=O)c2ccc(O)c(O)c2)nnc1-c1ccc(OC)cc1 | 13% | 21% | -2% | -2% | -22% | -5% | 39 | -4% | ? | -3% | -11%
CC(C)N(C(=O)Cn1c(SCC(=O)N2CCN(c3ccccc3)CC2)nc2ccccc21)C(C)C | -5% | 6% | 1% | -15% | / | -3% | -5 | 0% | ? | 0% | 2%
CC(=O)Nc1cccc(OCCCNC(=O)C2CCC2)c1 | -7% | -3% | 0% | -24% | 20% | -3% | -16 | -1% | 3% | 0% | 3%

A second format for part of the listing above.
molecule	Mito fusion yeast	Eya2 inh	BCR signal inh	Integrin act MD	A-T KAP1 phos	TCR activator	TSHR antag	PTAP TSG101 blk	ELG1 repair inh	Tb PFK block	S-ASM inh
Cc1ccccc1Nc1c(-c2cccnc2)nc2ccccn12	4%	7%	6%	-11%	12%	0%	15	-5%	-1%	-2%	2%
COc1cc(/C=C/C(=O)Nc2nnc(CC(C)C)s2)cc(OC)c1OC	-2%	1%	1%	4%	1%	3%	19	5%	?	?	16%

Compounds were not picked by outcome. About 3.2% of those tested had a hit in this group.
